# TDP1 cell noCPT = qHTS for Inhibitors of human tyrosyl-DNA phosphodiesterase 1 (TDP1): qHTS in cells in absence of CPT. Potency, µM (doses to about 46.2 µM), inactives show at the highest dose activity change, negative = growth inhibition, hits mostly inhibitors. DT40 Tdp1-/- hTDP1 cells, no CPT, ATP luminescence, 48 h. 420,000 tested, 15% active; also: nearly all actives have a fitted effect of over 55% in size
#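 Growth of hTDP1-complemented DT40 Tdp1-knockout cells is measured by ATP luminescence after at least 48 hr compound exposure at 37 °C, with DMSO substituting for the 20 nM CPT used in the parallel screen.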
# DT40 TDP1 CPT = DT40-hTDP1 cell growth loss with CPT; chicken DT40 Tdp1-/-;hTDP1 cells + 20 nM CPT, ATP luminescence, 48 h; Potency, µM (highest dose often 46.2 µM), for inactives: at the highest dose activity change, negative = growth inhibition, actives largely listed as inhibitors; 420,000 tested, 12% active; also: nearly all actives have a fitted effect of over 55% in size
#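 Chicken DT40 Tdp1-/- cells stably complemented with human TDP1 were seeded at 400 cells/well in medium containing 20 nM camptothecin, exposed to pin-transferred compounds, and grown at 37 °C for at least 48 hr. Viability was read as ATP luminescence.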
# TDP1 inh = blocks human tyrosyl-DNA phosphodiesterase 1. Q9NUW8. recombinant TDP1, AlphaScreen DNA substrate cleavage. Potency, µM (doses to about 130 µM), for the others: top-dose activity change, negative = inhibition, actives largely listed as inhibitors. 350,000 tested, 0.28% active. AID 485290; also: nearly all actives have a fitted effect of over 40% in size
# Target sequence (Q9NUW8 whole entry, looked up): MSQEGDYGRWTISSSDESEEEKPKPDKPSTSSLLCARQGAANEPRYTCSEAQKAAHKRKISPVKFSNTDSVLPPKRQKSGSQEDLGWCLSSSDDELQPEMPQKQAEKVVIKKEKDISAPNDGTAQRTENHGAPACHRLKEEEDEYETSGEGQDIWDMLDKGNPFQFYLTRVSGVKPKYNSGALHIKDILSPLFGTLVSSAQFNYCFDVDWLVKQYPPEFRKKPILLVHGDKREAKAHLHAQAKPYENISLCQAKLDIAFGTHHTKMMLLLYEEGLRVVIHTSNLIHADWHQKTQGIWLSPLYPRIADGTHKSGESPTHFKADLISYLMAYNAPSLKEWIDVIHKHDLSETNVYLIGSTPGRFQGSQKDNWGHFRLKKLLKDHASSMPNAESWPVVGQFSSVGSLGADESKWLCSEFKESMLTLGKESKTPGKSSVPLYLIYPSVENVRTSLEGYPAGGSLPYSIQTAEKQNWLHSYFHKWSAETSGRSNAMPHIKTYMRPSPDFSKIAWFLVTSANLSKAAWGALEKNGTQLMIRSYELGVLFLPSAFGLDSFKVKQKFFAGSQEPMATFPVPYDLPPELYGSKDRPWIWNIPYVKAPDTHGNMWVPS
#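 E. coli-derived human Tdp1, 1 nM final. Cpd preinc 15 min RT; substrate 15 nM final, 5 min RT; AS bead mix 10 ug/ml final, 10 min RT. Signal loss = tyrosine-FITC cleavage. No-enzyme wells = max signal.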
# * marks the source's active call; other numbers are inactive results; ? = inconclusive; . = no result given; & = joins results of further samples; [ ] = dose if it differs, or a comment. Calls follow the shape of the dose curve; as a rule, active = well fitted curve in the direction sought with a large enough effect; inconclusive = small, poorly fitted or top-dose-only effect, or another doubt; inactive = no such curve, though single readings can be large; an effect the other way counts as inactive or inconclusive. % is scaled to controls: 0 for no effect and ±100 for the full control effect; potency is read from the fitted curve at half-maximal effect.
SMILES,TDP1 cell noCPT,DT40 TDP1 CPT,TDP1 inh
CC1(C)S[C@@H]2[C@H](NC(=O)COc3ccccc3)C(=O)N2[C@@H]1C(=O)OCc1cccc2cccnc12,-13%,12%,.
CC(C)CCNC(=O)c1ccc2c(c1)NC(=O)C(CS(=O)(=O)Cc1cccc(Br)c1)N2 (stereo not given),?,-27%,7%
Nc1c(C(=O)Nc2ccccc2F)sc2nc(-c3ccco3)ccc12,-18%,?,1%
NNC(=O)Cc1cccc2ccc(Cl)cc12,-10%,-25%,.
CC1(C)CC(CCNC(=O)c2ccc(-n3cnnn3)cc2)CC(C)(C)N1,-1%,-12%,2%
O=C(O)CCn1nnc(-c2cccs2)n1,1%,-4%,-2%
COC(=O)C1CCN(C2=C(NS(=O)(=O)c3ccc(Cl)cc3)C(=O)c3ccccc3C2=O)CC1,-17%,?,.
O=C1C2CCCN2C(c2ccc(F)cc2)N1c1nccs1 (stereo not given),-3%,26%,2%
OC(COc1cccc2ccccc12)CN1CCN(c2ccccc2)CC1 (stereo not given),?,18µM*,9%
COC(=O)c1cc2c(n(-c3ccccc3)c1=O)CCCC2=O,6%,5%,.
COc1ccc2c(c1)[C@H]1[C@H](CO2)[C@H](c2ccccc2)[C@]2(C)C(=O)Nc3ccc(F)cc3C(=O)N12,?,?,3%
CN(C(=O)c1ccc(NC(=O)Cc2ccc(NC(=O)C3CCN(C(=O)CCc4ccccc4)CC3)cc2)cc1)C1CC1,18µM*,26µM*,8%
CCOC(=O)C(=O)Nc1ccc(OC)c(Cl)c1,-7%,0%,0%
O=[N+]([O-])c1cc(S(=O)(=O)NC2=NCCCCC2)ccc1NCC1CCCCC1,?,16µM*,8%
COc1cc(CNCc2ccc(Br)cc2)cc(OC)c1,?,?,.
COC(=O)c1ccc(C(=O)OC)c(NC(=O)CN2CCN(c3ccc(OC)cc3)CC2)c1,?,?,3%
CC(C)(C)n1nnnc1C(c1ccc(Cl)cc1)N(Cc1cccnc1)Cc1ccco1 (stereo not given),-25%,18µM*,10%
O=C(c1c[nH]c2ccccc12)C(Cl)c1ccccc1 (stereo not given),21µM*,23µM*,.
CC(=NC1CC1)c1c(-c2ccccc2)[nH]n(-c2nc3ccccc3s2)c1=O,22µM*,?,5%
O=S(=O)(c1ccc(NCCOc2ccccc2)nc1)N1CCCC1,-14%,-8%,2%
Fc1cccc(NCCc2c[nH]c3ccccc23)n1,?,-27%,.
O=C(O)c1ccc(CS(=O)(=O)c2cccc(C(F)(F)F)c2)o1,3%,-15%,-6%
CC(=O)NC(CCS(C)(=O)=O)C(=O)Nc1ccc2c(c1)OCCO2 (stereo not given),-1%,1%,-7%
Cc1ccc(NC(=O)COC(=O)CCNS(=O)(=O)c2c(Cl)cccc2Cl)cc1,-6%,5%,-1%
CC(C)Cc1ccc(C(C)C(N)=NCCc2ccccc2)cc1 (stereo not given),21µM*,?,.
O=C(O)C1C2C=CC(C2)C1C(=O)NCc1cccs1 (stereo not given),-12%,4%,45µM*
COc1ccccc1N1CCN(C(=O)c2ccc(NS(=O)(=O)c3ccc(C)cc3)cc2)CC1,?,?,2%
Cn1nc(C(=O)NCc2cccc(Cl)c2)c2c1-c1ccccc1S(=O)(=O)C2,?,?,2%&1%
Cc1nnc(SCc2ccc(Cl)cc2Cl)[nH]c1=O,-16%,-12%,3%
COc1cccc(C=O)c1OCCN1C(=O)c2ccccc2C1=O,-20%,-25%,.
CC(=O)Nc1nc2c(F)cccc2s1,-6%,36%[activator],.
COc1ccc2cc3c(N)nn(C(=O)Cc4c[nH]c5ccccc45)c3nc2c1,4.1µM*,10µM*,.
Cc1ccc(NC(=O)Nc2cccc(F)c2)nc1,-11%,0%,.
Cc1cccc(/C=N/c2sc3c(c2C(=O)OC(C)(C)C)CCN(C)C3)c1O,?,-18%,0%
Cc1nc2cc(-c3ccc(F)cc3)[nH]n2c(=O)c1C,?,?,3%
NC(=O)NNC1=Nc2cccc3cccc1c23,-4%,13%,4%
CNC(=S)N/N=C/c1c(C)nn(-c2ccccc2)c1Cl,-29%,-26%,5%
COc1cccc(N2CCN(C(=O)Cn3nc(C)n4c(cc5c(OC)cccc54)c3=O)CC2)c1,-19%,1%,3%
NS(=O)(=O)c1ccc(NC(=O)c2ccc(S(=O)(=O)N3CCOCC3)o2)cc1,1%,0%,.
O=c1cc(C=NNc2ccc([N+](=O)[O-])cc2)[nH]c(=O)[nH]1,-29%,-17%,.
Cc1cccc(C)c1Nc1nnc(SCc2cc([N+](=O)[O-])cc3c2OCOC3)s1,?,?,12%
CCCCCc1ccc(OCCOCCn2c[n+](C)c3ccccc32)c(CCCCC)c1,2.1µM*,2.3µM*,6%
CCOc1ccc(NC(=O)c2ccc(CSc3nnc(C)s3)cc2)cc1,-15%,-8%,6%
O=C(Nc1cccc(-c2ccc(F)cc2)c1)C1CCCN(Cc2cccnc2)C1 (stereo not given),?,?,4%[56.1 µM]
CCCCS/C(N)=N/N=C/c1cc(C)ccc1O,5.2µM*,4.1µM*,2%
COC(=O)C1=C(C)N(C)C(=O)NC1c1cc2c(cc1[N+](=O)[O-])OCO2 (stereo not given),-20%,0%,.
CCCCc1cc(=O)oc2cc(C)cc(OCC(=O)NC(Cc3ccc(Cl)cc3)C(=O)O)c12 (stereo not given),0%,25%,.
CCC(=O)NC(=S)Nc1ccc(-c2nc3ccc(C)cc3s2)cc1,?,21µM*,-3%

# Whole records, looked up by structure. Order of values: TDP1 cell noCPT | DT40 TDP1 CPT | TDP1 inh
# CNC(=S)N/N=C/c1c(C)nn(-c2ccccc2)c1Cl is listed as -29% | -26% | 5%
# COC(=O)C1=C(C)N(C)C(=O)NC1c1cc2c(cc1[N+](=O)[O-])OCO2 (stereo not given) is listed as -20% | 0% | .

# (further entries)
SMILES,TDP1 cell noCPT,DT40 TDP1 CPT,TDP1 inh
C[C@H](CO)N1C[C@H](C)[C@@H](CN(C)C)Oc2c(NC(=O)CCCCCC(=O)Nc3ccccc3N)cccc2C1=O,?,18µM*,1%
Cc1nn(C(C)C)c(C)c1CN1CCN(Cc2ccsc2)C(CCO)C1 (stereo not given),-4%,14%,.
Cc1cccc(OCC(=O)NC(C)C(=O)N/N=C/c2c(OCc3ccccc3)ccc3ccccc23)c1 (stereo not given),?,?,5%
COc1ccccc1-c1noc2c1C(=O)N(C(=O)OC(C)(C)C)CC2,-7%,-8%,.
O=C(CSc1nnc(-c2cc3ccccc3cc2O)n1Cc1ccco1)N1CCc2ccccc2C1,?,?,1%
COc1cccc(N2CCN(C(=O)c3ccccc3SCC(=O)NCc3ccco3)CC2)c1,?,?,4%
C=CCNC(=O)C1CC(=O)N(c2ccc(OCC(=O)Nc3ccc(C)cc3)cc2)C1 (stereo not given),-2%,3%,-1%
Cc1cc(C)c(CN2CCN(C(=O)Cn3cnc4c(OCc5ccccc5)ncnc43)CC2)c(C)c1,2.6µM*,8.2µM*,2%
CC(=O)N1CCc2cc(S(=O)(=O)N3CCCCCC3)ccc21,-15%,?,4%
O=C1CC(c2ccc(F)cc2)Sc2nc(-c3ccccc3)c(-c3ccccc3)n21 (stereo not given),5%,3%,5%
CC(C)CCNC(=O)C(=O)Nc1ccccc1,-17%,-2%,5%
CCC(C)(C)NC(=O)C(c1ccc(OC)cc1)N(C(=O)CCC(=O)Nc1cc(C)on1)C1CC1 (stereo not given),-9%,0%,.
COc1ccc(C(CCN2CCCCC2)c2c(OC)cc(OC)c3c(-c4ccccc4)cc(=O)oc23)cc1 (stereo not given),?,21µM*,14%
Cc1sc(NC(=O)c2ccc(Br)s2)c(C(N)=O)c1C,?,?,3%
CN(CC1CCCCO1)C(=O)c1cc(COc2ccc(F)cc2Cl)on1 (stereo not given),-23%,-24%,2%
Cc1ccc(CNC(=O)C2CC(c3ccc(C(F)(F)F)cc3)=NO2)o1 (stereo not given),7.3µM*,12µM*,-7%
Cc1ccc(NC(=O)c2cc3ccccc3o2)cc1,-20%,1%,2%
Cc1ccc(NC(=O)CN(C)C(=O)CSc2ncc(C(F)(F)F)cc2Cl)cc1,-6%,-10%,-3%
c1ccc(C2c3c(ccc4ccccc34)Oc3ncn4nc(-c5ccco5)nc4c32)cc1 (stereo not given),?,?,5%
COCCn1c(SCC(=O)NCc2ccco2)nc2cccnc21,-7%,0%,.
O=C(CN(Cc1ccco1)C(=O)CCC(=O)Nc1ccccn1)NCCc1ccccc1,-4%,-7%,2%
COC(=O)c1ccccc1NC(=O)CNc1ccc(F)c(S(=O)(=O)N2CCOCC2)c1,-21%,-20%,-2%
COc1ccc(C(=O)OCC(=O)Nc2ccc3c(c2)OCO3)cc1S(=O)(=O)N1CCOCC1,2%,1%,2%
Cc1cccc(NC(=O)/C(C#N)=C\c2cc(C)n(-c3ccc(C(=O)O)cc3)c2C)c1,18µM*,?,0%
COc1cc(O)c(C(CC(=O)N2CCCCC2)c2ccc3c(c2)OCO3)c(OC)c1 (stereo not given),?,-29%,15%&4%
CCOC(=O)c1ccccc1NC(=O)Cn1ccn2nc(-c3ccc(OCC)cc3)cc2c1=O,-13%,-12%,4%
Cc1cccc(CNC(=O)C2CCCN(S(=O)(=O)c3cn(C)cn3)C2)c1 (stereo not given),-5%,-12%,4%
CNc1nc(SCc2ccc(C)cc2)nc2c1CCCC2,?,-15%,2%
COc1cccc(N2CCN(S(=O)(=O)c3cc4c(cc3C)N(C)CCO4)CC2)c1,16µM*,?,.
COc1ccc(NC(=O)c2ccco2)cc1NC(=O)C(C)(C)Oc1ccc(Cl)cc1,?,18µM*,7%
COc1ccc(CNC(=O)C2CSC(=O)C2)cc1 (stereo not given),-74%,?,1%
COC(=O)C1CCN(C(=O)CC(NC(=O)C(F)(F)F)c2cccs2)CC1 (stereo not given),-4%,8%,.
CCCCCC(=O)NC(NC(=S)Nc1ccc(S(N)(=O)=O)cc1)C(Cl)(Cl)Cl (stereo not given),-5%,3%,0%
CCCn1c(=C(C#N)C#N)s/c(=C2\C=Cc3ccccc3N2CC)c1=O,-14%,-4%,0%
CC(C)(C)Sc1ccc([N+](=O)[O-])cc1C(=O)Nc1ccncc1,-25%,4%,.
O=C(CSc1nnc(-c2ccccc2)o1)NC1CCCCC1,-8%,-23%,4%
COc1ccc(/C=C2\SC(=O)N(CC(=O)Nc3ccccc3O)C2=O)cc1OC,9%,1%,.
CCOC(=O)Cc1nnc(NC(=O)CSc2ccc(C)cc2)s1,-1%,-1%,1%
COc1c(OC)c2[nH]c(=O)cc3c4ccccc4n(c1=O)c23,?,?,.
COC(=O)C1CN(C(=O)COc2ccc(Cl)c(C)c2)c2ccccc2O1 (stereo not given),-11%,-1%,.
COc1ccc(N2CCN(C(=O)c3cc(=O)c4ccc(C)cc4o3)CC2)cc1,-13%,3%,.
Cc1ccc(NC(=O)Cn2c(-c3ccc(F)cc3)cnc2SCC(=O)Nc2c(C)cccc2C)cc1,12µM*,10µM*,1%
COc1ccc(NC(=O)Cn2ncc3c4ccccc4n(Cc4ccccc4)c3c2=O)cc1OC,-14%,-5%,0%
CC(=O)c1n[nH]nc1NC(=O)c1ccccc1,-16%,-13%,3%
CC(=O)Nc1nonc1-c1nnc(SCC(=O)Nc2cc(Cl)ccc2C)n1C,-26%,-20%,4%
CC1CCN(S(=O)(=O)c2nnc(NC(=O)c3cccc(Br)c3)s2)CC1,?,?,6%
CC(N)(C(=O)O)c1ccc(C(=O)O)cc1 (stereo not given),-15%,-2%,?
CNc1cccccc1=S,4.6µM*,3.3µM*,3.5µM*
CC(C)c1ccccc1OCCNC(=O)c1cccnc1,21µM*,18µM*,0%

# By substructure, the compounds so far with a furan ring, fused or not.
SMILES,TDP1 cell noCPT,DT40 TDP1 CPT,TDP1 inh
Nc1c(C(=O)Nc2ccccc2F)sc2nc(-c3ccco3)ccc12,-18%,?,1%
CC(C)(C)n1nnnc1C(c1ccc(Cl)cc1)N(Cc1cccnc1)Cc1ccco1 (stereo not given),-25%,18µM*,10%
O=C(O)c1ccc(CS(=O)(=O)c2cccc(C(F)(F)F)c2)o1,3%,-15%,-6%
NS(=O)(=O)c1ccc(NC(=O)c2ccc(S(=O)(=O)N3CCOCC3)o2)cc1,1%,0%,.
O=C(CSc1nnc(-c2cc3ccccc3cc2O)n1Cc1ccco1)N1CCc2ccccc2C1,?,?,1%
COc1cccc(N2CCN(C(=O)c3ccccc3SCC(=O)NCc3ccco3)CC2)c1,?,?,4%
Cc1ccc(CNC(=O)C2CC(c3ccc(C(F)(F)F)cc3)=NO2)o1 (stereo not given),7.3µM*,12µM*,-7%
Cc1ccc(NC(=O)c2cc3ccccc3o2)cc1,-20%,1%,2%
c1ccc(C2c3c(ccc4ccccc34)Oc3ncn4nc(-c5ccco5)nc4c32)cc1 (stereo not given),?,?,5%
COCCn1c(SCC(=O)NCc2ccco2)nc2cccnc21,-7%,0%,.
O=C(CN(Cc1ccco1)C(=O)CCC(=O)Nc1ccccn1)NCCc1ccccc1,-4%,-7%,2%
COc1ccc(NC(=O)c2ccco2)cc1NC(=O)C(C)(C)Oc1ccc(Cl)cc1,?,18µM*,7%
